Screens: PubChem BioAssay, National Center for Advancing Translational Sciences (NCATS)
HCMV inh: inhibitors of human cytomegalovirus; 410,000 tested, 4.5% active; AID 1259415; HFF cells, HCMV-luciferase reporter, 72 h; stronger effect = lower value; activity change, negative = inhibition, % at 57.5 µM; in the data active means activity change below about -60%; inconclusive means no clear call, values can overlap the other calls; inactive means above about -39%
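Screen run at 2 compound doses on HFFs infected with reporter HCMV, MOI 1 PFU/cell. Luciferase activity from cell lysates at 72 h post infection gave inhibition relative to buffer-only and Salinomycin wells.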
AmpC inh no detg: inhibitors of E. coli AmpC beta-lactamase without detergent; AID 485341; Potency, µM (titrated, usually from 57.1 µM), for the others: top-dose activity change, negative = inhibition, most hits filed as inhibitors; P00811; AmpC nitrocefin hydrolysis, absorbance 480 nm, 0.0001% Triton; 330,000 tested, 0.52% active;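 further: potency means the concentration at half of the fitted maximal effect; plate controls were no compound for no effect and no enzyme for full effect; nearly all actives have a fitted effect of over 20% in size; some results filed as inactive show a strong effect at the top dose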
Target sequence (P00811 whole entry, looked up): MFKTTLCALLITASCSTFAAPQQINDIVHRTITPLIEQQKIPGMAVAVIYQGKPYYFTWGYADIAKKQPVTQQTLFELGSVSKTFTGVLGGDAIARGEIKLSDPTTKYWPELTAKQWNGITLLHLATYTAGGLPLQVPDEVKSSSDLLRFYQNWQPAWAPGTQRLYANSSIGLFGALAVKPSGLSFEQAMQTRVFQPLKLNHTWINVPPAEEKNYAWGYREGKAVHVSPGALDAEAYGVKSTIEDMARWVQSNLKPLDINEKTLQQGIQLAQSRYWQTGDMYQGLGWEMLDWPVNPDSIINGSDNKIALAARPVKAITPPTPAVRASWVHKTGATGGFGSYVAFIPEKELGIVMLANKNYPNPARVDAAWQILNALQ
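20 mM phosphate pH 7.0 + 0.01% (detergent screen) or 0.0001% Triton X-100; 5.3 nM AmpC reagent; cpd preinc 15 min RT; nitrocefin (800 uM stock) to start; A480 q20 s × 4 min; Activity was normalised to no-enzyme and no-compound control wells.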
Sm TGR block: blocks Schistosoma mansoni thioredoxin glutathione reductase; Potency, µM (series often up to 114 µM), inactives show at the highest dose activity change, negative = inhibition, most hits filed as inhibitors; AID 485364; purified TGR, DTNB reduction, TNB absorbance 405 nm; 360,000 tested, 3% active; Q962Y6; further: potency means the concentration at half of the fitted maximal effect; nearly all actives have a fitted effect of over 60% in size
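TGR 20 nM + NADPH 100 uM (dispensed conc.), cpd preinc 15 min RT; start with NADPH (500 uM addition) then DTNB (15 mM addition). Kinetic TNB absorbance, 405 nm filter. Four-parameter Hill fit across titration.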
FBPA Giardia inh: blocks Giardia fructose-bisphosphate aldolase activity; Potency, µM (titrated, usually from 59.6 µM), without a hit: at the highest dose activity, negative = inhibition, usual class: inhibitors; 290,000 tested, 0.71% active; A8B2U2; purified Giardia FBPA; AID 2451; further: potency means the concentration at half of the fitted maximal effect; nearly all actives have a fitted effect of over 55% in size
Target sequence (A8B2U2 whole entry, looked up): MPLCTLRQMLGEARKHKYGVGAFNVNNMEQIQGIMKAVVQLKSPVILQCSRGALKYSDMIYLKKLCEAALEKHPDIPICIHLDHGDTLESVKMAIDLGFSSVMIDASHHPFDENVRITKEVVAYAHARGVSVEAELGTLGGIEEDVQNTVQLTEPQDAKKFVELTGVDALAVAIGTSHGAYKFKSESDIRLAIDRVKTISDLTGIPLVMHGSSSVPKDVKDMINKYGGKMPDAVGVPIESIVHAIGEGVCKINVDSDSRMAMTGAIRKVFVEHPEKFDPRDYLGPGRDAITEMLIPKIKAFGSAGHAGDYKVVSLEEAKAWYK
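40 nM FBPA preincubated 10 min at RT with compound (up to 57.5 uM final), then substrate plus GAPDH/TPI/NAD/arsenate coupling and diaphorase/resazurin added. Fluorescence read after 20 min at RT, 525/598 nm.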
AMA1 RON2 block: inhibitors of Plasmodium falciparum AMA1-RON2 interaction. Potency, µM (highest dose often 58.2 µM), inactives show top-dose activity change, negative = inhibition, actives largely listed as inhibitors. 360,000 tested, 0.2% active. AlphaScreen AMA1-biotinylated RON2 peptide binding. AID 720542;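 further: potency means the concentration at half of the fitted maximal effect; 0% = vehicle wells and -100% = peptide control; nearly all actives have a fitted effect of over 45% in size; some results filed as inactive show a strong effect at the top dose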
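AMA1 (3D7) with his tag at 25 nM final met compounds first, then biotinylated RON2 peptide at 25 nM; detection used donor plus acceptor beads, 10 µg/mL apiece, read by AlphaScreen after 30 min at room temperature.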
AmpC inh detg: AmpC beta-lactamase inhibition with detergent present | 370,000 tested, 0.041% active | Potency, µM (titrated, usually from 114 µM), without a hit: at the highest dose activity change, negative = inhibition, most hits filed as inhibitors | AmpC hydrolysis of nitrocefin, absorbance 480 nm, 0.01% Triton;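 further: potency means the concentration at half of the fitted maximal effect; 0% = no-compound wells and -100% = no-enzyme wells; nearly all actives have a fitted effect of over 25% in size; some results filed as inactive show a strong effect at the top dose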
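AmpC (5.3 nM in the dispensed reagent) in 20 mM phosphate pH 7.0 with 0.01% (detergent screen) or 0.0001% Triton X-100 was preincubated with compounds for 15 min at room temperature. Nitrocefin was then added from an 800 uM solution, and hydrolysis was followed at 480 nm.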
The depositor's hits bear a star; ? = inconclusive; . = no result given; & = joins results of further samples; [ ] = remark or other dose. Unless noted, the call rests on the fitted dose curve; in most records, active means well fitted curve in the direction sought with a large enough effect; inconclusive means small, poorly fitted or top-dose-only effect, or another doubt; inactive means no such curve, though single readings can be large; an effect the other way counts as inactive or inconclusive. Unless noted, on the % scale 0 is the no-effect control and ±100 the full control effect.

SMILES	HCMV inh	AmpC inh no detg	Sm TGR block	FBPA Giardia inh	AMA1 RON2 block	AmpC inh detg
CCOc1ccc(NC(=O)N2CCC(c3nc4ccccc4[nH]3)CC2)cc1	21	-29%	-4%	-26%	2%	-11%
CCN(CC)C(=O)Cn1cc(SCC(=O)Nc2cc(C)on2)c2ccccc21	22	-3%	1%	3%	6%	2%
COc1ccc(CNC(=O)C2CCC(CNc3c(N4CCOCC4)c(=O)c3=O)CC2)cc1 (centres undefined)	15&58	-9%	-1%	1%	-5%&-1%	?
COCCCNC(=O)c1[nH]c2ccccc2c1Sc1ccc(C)cc1	5	.	-8%	.	.	-6%
CC(C)C(=O)Nc1ccc(-c2nc3ncccc3o2)cc1	-38	-4%	7%	0%	-4%	?
COc1ccc(CCCc2n[nH]c(=S)n2C)cc1C	29	-31%	1%	-1%	78%[activator]	5%
O=C(CSc1nncs1)N1CCN(C(=O)c2ccco2)CC1	12	-22%	?	.	14%	?
CC(=O)Nc1ccc(S(=O)(=O)N2CCC(c3nnc(-c4ccc(C)cc4)o3)CC2)cc1	-96*	82%[activator]	-1%&3%	8%	7%	-10%&2%
CSCc1ccc(C(=O)Nc2ccc(C(N)=O)cc2)cc1	119	-17%	2%	5%	-5%	-3%
O=c1ncn(-c2ccc(F)cc2)c2ncccc12	83	-9%	1%	0%	-5%	1%
COc1ccc(/C=N/NC(N)=S)cc1	13	-22%	-1%	?	33%[activator]	0%
Cn1c(SCc2cccc(Cl)c2)nc(C(F)(F)F)cc1=O	12	-10%	?	10%	14%	?
Cc1ccc(C(=O)NC(=S)NNC(=O)c2ccccc2O)cc1	-81*	-19%	9%	?	4%	-15%
Cc1cccc(CCNc2nc3ccc(C)cc3n3cnnc23)c1	-33	-26%	-34%	7%	-8%	1%
CCN(C[C@H]1N[C@@](Cc2ccccc2)(C(=O)OC)[C@H]2C(=O)N(C)C(=O)[C@@H]12)S(=O)(=O)c1ccc(-c2ccccc2)cc1	-27	83%[activator]	.	.	-3%	.
CCOC(=O)C(=O)Nc1ccc([N+](=O)[O-])cc1OC	20	-23%	-1%	0%	18%	-3%
CCN(CC)S(=O)(=O)c1ccc(/C=C/C(=O)Nc2ccc(F)c(F)c2F)cc1	-64*	-56%	-4%	-2%	4%	-1%
Oc1ccc2c3c1O[C@H]1c4[nH]c5ccccc5c4C[C@@]4(O)C(C2)N(CC2CC2)CC[C@]314	.	-7%	18µM*	-12%	.	-5%
O=C(Nc1ccc(Br)cc1Br)C1CC(=O)N(Cc2ccccc2)C1 (centres undefined)	11	74%[activator]	-9%	.	0%	-1%
Cc1ccccc1OCC(O)CN1CCN(c2ccccn2)CC1 (centres undefined)	-31	39%	11%	-13%	-8%	8%
Cc1ccsc1/C=N/N1CCN(c2ccccn2)CC1	-71*	-10%	18%	3%	?	-1%
Cc1cc(C)n(-c2ccc(Cl)c(C(=O)Nc3ccc(-c4nnc5n4CCCCC5)cc3)n2)n1	-24	26%	-2%	-9%	60%[activator]	-13%
N#Cc1nc(-c2cccs2)oc1NCCCN1CCOCC1	-21	-22%	-2%	1%	-4%	0%
CC1CCN(S(=O)(=O)c2cccc3cccnc23)CC1	21	-15%	5%	?	-3%	1%
CCCn1c(N)c(Sc2ccccc2[N+](=O)[O-])c(=O)n(CCC)c1=O	22	-1%	9%	-1%	1%	6%

Later entries
SMILES	HCMV inh	AmpC inh no detg	Sm TGR block	FBPA Giardia inh	AMA1 RON2 block	AmpC inh detg
CC(=O)Oc1ccc(/C=C(\NC(=O)c2ccco2)C(=O)NCc2ccccc2)cc1	-10	-1%	3%	.	-5%	-4%
O=C(COC(=O)/C=C/c1ccccc1)NC1CCCCC1	0	-22%	0%	.	5%[11.6 µM]	0%
CCCNC(=O)c1c(N)n(-c2ccc3c(c2)OCO3)c2nc3ccccc3nc12	27	3%	6%	-18%	5%	5%
C/C(=N\Nc1nc2ccc(Cl)cc2o1)c1ccccc1	-16	-31%	1%	?	73%[activator]	9%
CCOC(=O)c1ccc(NC(=O)Cn2nc3c4ccccc4n(Cc4cccc(F)c4)cc-3c2=O)cc1	5	.	29%	.	.	12%
NC(=O)CSc1nnc(-c2ccncc2)n1-c1ccc(Cl)cc1	?	-15%	-6%	7%	0%	?
CCOc1ccc(/C=C/[N+](=O)[O-])c2ccccc12	.	-44%	-6%	-16%	-7%	0%
Cc1c(Br)c(C(=O)NNC(=O)c2ccc(C(C)(C)C)cc2)nn1C	-61*	-11%	15%	6%	79%[activator]	0%
CCN(CC)CCCNC(=O)c1ccccc1NC(=O)C1=CSCCO1	-21	1%	30%	.	2%	-14%
Cc1cc(N)n(-c2ccc(S(=O)(=O)c3ccc(C(C)C)cc3)cc2)n1	-29	-10%[11.4 µM]	-3%	3%	-16%	?
O=C(NCc1cc(C(F)(F)F)cc(C(F)(F)F)c1)C1CC(c2ccccc2C(F)(F)F)=NO1 (centres undefined)	-6	25%	-7%	.	-3%	-11%
O=C(Nc1ccccc1)NN(C(=O)CCl)c1ccccc1	-102*	-23%	3.5µM*	13%	-5%	1%
CC(=O)N/N=C/c1ccc(OCCOc2ccc(Br)cc2)cc1	-37	-20%	-5%	5%	8%	-4%
OC(COc1ccc2ccccc2c1)Cn1cncn1 (centres undefined)	46	-3%	-1%	-1%	12%	0%
COc1cc(CC(=O)Nc2ccc(Cl)c(C(F)(F)F)c2)cc(OC)c1OC	-23	14%	1%	-17%	-11%	?
CCOC(=O)C(=CNc1ccccc1C)C(=O)OCC	-23	-2%	-7%	2%	11%	-6%
Cc1cccc(CC(=O)N2CCOCC2)c1	-11	-7%	?	0%	1%	-9%
COC(=O)c1ccc(NS(=O)(=O)c2c(C)[nH]c(C)c2C(=O)N2CCCC2)cc1	-32	-5%	-25%	5%	0%	?
COc1ccc(N2CCN(C(CNC(=O)C(=O)NC3CCCC3)c3ccco3)CC2)cc1 (centres undefined)	-10	-1%	6%	.	-20%	-3%
Cc1nc2sc(C(c3ccccc3)N3CCN(c4ccccc4F)CC3)c(O)n2n1 (centres undefined)	9	134%[activator]	4%	12%	28%	-7%
Cn1nnnc1SCC(=O)Nc1ccc2c(c1)OCO2	4	-16%	.	-5%	-5%	-3%
Cc1cccc(C(=O)Nc2sc3c(c2C(=O)Nc2ccccc2)CCC3)c1	8	.	-2%	.	.	13%
O=C(NCc1ccc(Cl)cc1)C(=O)NCC1OCCN1S(=O)(=O)c1ccc2c(c1)OCCO2 (centres undefined)	10	-17%	-12%	0%	-5%	-13%
CCc1ccc2oc(C(=O)N(Cc3ccc(N(C)C)cc3)Cc3ccco3)c(C)c2c1	1	.	3%	.	.	-4%
CN(C(=O)c1ccco1)c1nc(CC(=O)Nc2ccccc2)cs1	-16	-19%	-28%	1%	-6%	2%

Copied from the entries so far, three compounds:
SMILES	HCMV inh	AmpC inh no detg	Sm TGR block	FBPA Giardia inh	AMA1 RON2 block	AmpC inh detg
Cc1cc(N)n(-c2ccc(S(=O)(=O)c3ccc(C(C)C)cc3)cc2)n1	-29	-10%[11.4 µM]	-3%	3%	-16%	?
O=C(NCc1cc(C(F)(F)F)cc(C(F)(F)F)c1)C1CC(c2ccccc2C(F)(F)F)=NO1 (centres undefined)	-6	25%	-7%	.	-3%	-11%
O=C(Nc1ccccc1)NN(C(=O)CCl)c1ccccc1	-102*	-23%	3.5µM*	13%	-5%	1%

Continuation.
SMILES	HCMV inh	AmpC inh no detg	Sm TGR block	FBPA Giardia inh	AMA1 RON2 block	AmpC inh detg
C=CCOc1cc(C)nc(-c2ccccc2O)n1	-10	-15%	-2%	5%	25%	-12%
Cn1c(CSc2ncn[nH]2)nc2ccccc21	21	-28%	0%	-16%	0%	?
COc1ccccc1C(=O)NCCC(=O)N1CCN(C(=O)c2ccco2)CC1	26	-10%	-7%	.	26%	-10%
O=C(O)/C=C/c1ccccc1Oc1ccccc1	.	-6%	-2%	8%	38%[activator]	-6%
CCOCCCNC(=O)C(c1ccc(OC)cc1)N(Cc1ccc2c(c1)OCO2)C(=O)c1ccccn1 (centres undefined)	2	106%[activator]	-15%	2%	-3%	-7%
CC(C)(C)n1nnnc1C(c1cc2cc3c(cc2[nH]c1=O)OCO3)N1CCN(c2ccccc2)CC1 (centres undefined)	3	-11%	-36%	-13%	1%	-12%
CCOc1ccc(NC(=O)CCN2CCN(S(=O)(=O)c3ccc(Cl)cc3)CC2)cc1	-1	20%	-1%	1%	-6%	5%
O=C(CNc1ccc2ccccc2c1)N/N=C/c1cc2ccccc2nc1Cl	21	1%	?	?	19%	-7%
CCOC(=O)C1CCCN(C(=O)c2ccc(C)cc2O)C1 (centres undefined)	-18	-11%	2%	4%	6%	-6%
COc1ccccc1-n1cc(C(=O)NCC(=O)N2CCN(c3ccccc3)CC2)c2ccccc2c1=O	139	81%[activator]	-19%	-7%	-9%	-14%
O=C(O)c1ccc2c(c1)C(=O)N(c1ccc(/C=C/C(=O)c3ccccc3)cc1)C2=O	66	-15%	.	14%	5%	-3%
CCc1ccc(NC(=O)CCn2c(=O)c3cccn3c3ccccc32)cc1	25&57	-43%	15%&-3%	.	0%	-3%&-5%
COc1ccc(-c2nnc3ccc(SCC(=O)Nc4cc(C)on4)nn23)cc1OC	?	-16%	19%	5%	1%	2%
CCN1CCN(CCCNC(=O)c2ccc(NC(=O)C3=CSCCO3)cc2)CC1	-5	-33%	2%	.	-12%	0%
CCN(CC)S(=O)(=O)c1cc(NC(=O)COC(=O)c2sc3ccccc3c2Cl)ccc1C	38	-33%	-6%	3%	35%[activator]	?
NC(=O)N/N=C/c1cn(-c2ccccc2)nc1-c1cccs1	9	-6%	-4%	-3%	?	0%
Cc1sc2c(=O)n3c(nc2c1C(=O)NC1CCCCC1)CCCCC3	-30	-4%	8%	13%	3%	?
c1nc2sc3c(c2c2nnnn12)CCCC3	?	-12%	0%	0%	35%[activator]	?
Cc1ccccc1NC(=O)c1cccc(N2C(=O)C3C4CC(C(Br)C4Br)C3C2=O)c1 (centres undefined)	34	-13%	-4%	.	2%	-8%
Cc1ccc(OCC(=O)N2CCN(c3nnc(-c4ccc(C)cc4)c4ccccc34)CC2)cc1	-99*	-6%	-22%	4%	-21%	?
OCC1(CCc2ccccc2)CCCN(CCCC(F)(F)F)C1 (centres undefined)	4	-24%	0%	0%	30%[activator]	1%
Cc1cc(OCc2cc(C(=O)N(C)CCc3cnn(C)c3)no2)cc(C)c1Cl	35	179%[activator]	-7%	2%	-1%	-8%

4 records picked at random from the list so far:
SMILES	HCMV inh	AmpC inh no detg	Sm TGR block	FBPA Giardia inh	AMA1 RON2 block	AmpC inh detg
CCOC(=O)C1CCCN(C(=O)c2ccc(C)cc2O)C1 (centres undefined)	-18	-11%	2%	4%	6%	-6%
O=C(O)/C=C/c1ccccc1Oc1ccccc1	.	-6%	-2%	8%	38%[activator]	-6%
c1nc2sc3c(c2c2nnnn12)CCCC3	?	-12%	0%	0%	35%[activator]	?
Cc1ccc(OCC(=O)N2CCN(c3nnc(-c4ccc(C)cc4)c4ccccc34)CC2)cc1	-99*	-6%	-22%	4%	-21%	?
